# PAFAH2 inh: PAFAH2 (human) inhibition. inhibition, % at 3.39 µM. 0.99% of 340,000 active. recombinant PAFAH2, FP-rhodamine activity probe, fluorescence polarization. AID 492956;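 active means inhibition above the mean over all tested compounds plus 3 SD, cut at about 30% in these data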;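 further: inhibitors block probe labeling of enzyme so polarization drops; 0% = enzyme with DMSO and 100% = wells lacking PAFAH2 protein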
# PAFAH1B2 FP inh: blocks human PAF acetylhydrolase 1b catalytic subunit 2 | 1.2% of 340,000 active | recombinant PAFAH1B2, FP-rhodamine activity probe, fluorescence polarization | inhibition, % at 3.39 µM | AID 492953;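 active means inhibition above the mean of all tested compounds plus 3 SD, cut at about 24% in these data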;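 further: 0% = enzyme with DMSO and 100% = wells lacking PAFAH1B2; many of its hits are not listed in these tables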
# Target sequence (P68402 whole entry, looked up): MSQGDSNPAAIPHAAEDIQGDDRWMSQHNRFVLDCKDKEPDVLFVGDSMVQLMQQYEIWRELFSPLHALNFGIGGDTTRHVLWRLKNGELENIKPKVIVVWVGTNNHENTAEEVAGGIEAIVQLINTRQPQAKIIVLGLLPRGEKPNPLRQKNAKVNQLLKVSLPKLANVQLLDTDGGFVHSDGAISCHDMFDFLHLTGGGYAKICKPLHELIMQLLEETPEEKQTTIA
# PAFAH1B3 inh: inhibitors of human PAFAH1B3 | Q15102 | recombinant PAFAH1B3, FP-rhodamine probe, fluorescence polarization | inhibition, % at 3.39 µM | 0.28% of 340,000 active;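 active means inhibition above the screen-wide average of all tested compounds plus 3 SD, cut at about 25% in these data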;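 further: 0% = enzyme with DMSO only and 100% = wells lacking PAFAH1B3 protein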
# Target sequence (Q15102 whole entry, looked up): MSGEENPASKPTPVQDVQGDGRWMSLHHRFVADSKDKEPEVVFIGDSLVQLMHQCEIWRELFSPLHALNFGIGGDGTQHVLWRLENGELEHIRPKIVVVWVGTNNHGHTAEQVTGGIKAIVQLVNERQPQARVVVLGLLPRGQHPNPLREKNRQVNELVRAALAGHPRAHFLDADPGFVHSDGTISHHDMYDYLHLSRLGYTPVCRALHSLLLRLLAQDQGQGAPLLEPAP
# * = called active by the depositor. Not all compounds are listed; count on the stated rates, not on these rows.
SMILES,PAFAH2 inh,PAFAH1B2 FP inh,PAFAH1B3 inh
CCCOC(=O)c1ccc(NC(=O)COC(=O)C2CCN(c3ccc(C(F)(F)F)cn3)CC2)cc1,-27,-13,-23
C#CCOCCOCCOCCNc1nc(N2CCOCC2)nc(N2CCN(C(=O)[C@H](CCCCN)n3cc(CCCC)nn3)CC2)n1,2,5,3
CC(=O)NC(Cc1ccc(F)c(F)c1)C(=O)NC1CCN(S(=O)(=O)c2ccc(C)cc2)CC1 (stereo not drawn),-1,7,0
Cc1cccc(OCC(O)CN2CCOCC2)c1 (stereo not drawn),1,2,5
CCOC(=O)/C(=C\c1ccccc1)C(=O)CCN1CCOCC1,4,4,11
COc1ccccc1C(CNC(=O)CN1C(=O)NC(C)(c2ccc3ccccc3c2)C1=O)N1CCCC1 (stereo not drawn),5,3,5
O=S(=O)(Cc1ccccc1)CS(=O)(=O)Cc1ccccc1,2,0,0
COc1cc(C(=O)N/C(=C\c2cn(C)c3ccccc23)C(=O)N2CCN(C)CC2)cc(OC)c1OC,4,-1,2
O=C1NC[C@H](Cc2ccccc2)N(C[C@H]2CCCN2C[C@H](Cc2ccc(O)cc2)N2C[C@H](Cc3ccc(O)cc3)N(CC3CCCCCC3)C(=O)C2=O)C1=O,6,2,4
CCOC(=O)C(Cc1c[nH]c2ccc([N+](=O)[O-])cc12)(NC(C)=O)C(=O)OCC,7,3,7
Cc1c(Cl)cccc1NC(=O)CCN1C(=O)NC(C)(C)C1=O,2,3,1
Cc1c(N)cccc1Cl,4,-3,6
COc1cc(C2/C(=C(\O)c3ccc4c(c3)OCCO4)C(=O)C(=O)N2Cc2ccco2)cc(OC)c1OC (stereo not drawn),-2,2,3
COc1cccc(C(=O)COc2ccc3c(C)cc(=O)oc3c2)c1,1,2,10
O=C(OCc1ccccc1)N1CCC2CC1c1cc(NCCc3ccccc3)ccc12 (stereo not drawn),6,2,2
O=C1C=C(C2OC(CO)C(O)C2O)C(=O)N1 (stereo not drawn),-2,6,11
CCN(CC)S(=O)(=O)c1ccc(C(C)NCC(=O)Nc2ccccc2C(=O)NC2CC2)cc1 (stereo not drawn),3,-3,4
CCC1(c2ccc(Cl)cc2)NC(=O)N(CC(=O)NC2CCCCCC2)C1=O (stereo not drawn),1,13,11
C/C(=N\NC(=O)C1CC1)c1ccccc1Br,0,4,10
FC(F)Sc1ccc(NC(=S)N2CCN(c3ccccn3)CC2)cc1,7,4,3
CC(C)CC(O)C1CCN(C(=O)CCc2nnc(-c3ccc4c(c3)OCO4)o2)CC1 (stereo not drawn),-1,2,-1
C=CCN1C=C(C(=O)c2ccccc2)C(=O)CC1,8,-2,7
O=C(C1CCCCC1)N1CCC2CC1c1cc(Cl)ccc12 (stereo not drawn),-16,4,3
COc1ccc(S(=O)(=O)N2CCN(C(=O)C3CC(=O)N(c4ccccc4F)C3)CC2)cc1OC (stereo not drawn),6,-1,1
O=C(O)c1cnnc2ccccc12,-1,3,7

# Three entries drawn at random from those above:
SMILES,PAFAH2 inh,PAFAH1B2 FP inh,PAFAH1B3 inh
O=C1NC[C@H](Cc2ccccc2)N(C[C@H]2CCCN2C[C@H](Cc2ccc(O)cc2)N2C[C@H](Cc3ccc(O)cc3)N(CC3CCCCCC3)C(=O)C2=O)C1=O,6,2,4
O=S(=O)(Cc1ccccc1)CS(=O)(=O)Cc1ccccc1,2,0,0
CCOC(=O)/C(=C\c1ccccc1)C(=O)CCN1CCOCC1,4,4,11

# New compounds follow.
SMILES,PAFAH2 inh,PAFAH1B2 FP inh,PAFAH1B3 inh
Cc1nnc2c(NCC(C)c3ccccc3)nc3ccccc3n12 (stereo not drawn),2,20,4
COC1=C(Nc2ccc(OC)cc2)C(=O)C(OC)=C(Nc2ccc(OC)cc2)C1=O,-6,2,4
O=C1C2C3C=CC(O3)C2C(=O)N1N=C1CCCCC1 (stereo not drawn),-1,0,2
Cc1ccc(N2CCN(C(=S)Nc3ccc(Cl)cc3)CC2)cc1,-5,4,8
CCCCOc1ccc(N2C(=O)C(C)CNC2=S)cc1 (stereo not drawn),3,5,9
COC(=O)Cc1nc2c(N)nc(N)nc2[nH]c1=O,3,2,1
CNC(=O)c1c[nH]c2ccc(S(=O)(=O)Nc3cccc(SC)c3)cc2c1=O,2,7,7
CC(=O)NC(c1ccc(Cl)cc1)c1ccc2cccnc2c1O (stereo not drawn),0,1,21
CN(C(=O)c1cccc(NC(=O)Cc2cccc(NC(=O)C3CCN(C(=O)C4CCC4)CC3)c2)c1)C1CCC1,-2,1,4
CC(C)CNc1ncnc2[nH]ncc12,-12,0,8
CCOC(=O)c1c(C)[nH]c(C)c1C(=O)COC(=O)COc1ccc(Cl)c(C)c1,-1,4,11
Cc1ccc(S(=O)(=O)N2CCN(C(=O)c3ccc(N4CCC(C)CC4)c([N+](=O)[O-])c3)CC2)cc1,7,4,1
COc1ccccc1CCNC(=O)c1cccc(NC(=O)CC2SC(N3CCCCC3)=NC2=O)c1 (stereo not drawn),1,-1,4
S=c1nc[nH]c2c1ncn2C1CCCC1,2,9,8
CN1OC[C@@H]2CN(Cc3ccccc3)[C@H](c3cccc(Oc4ccccc4)c3)C[C@@H]21,-3,10,7
COc1cc(/C=C2\SC(=O)N(c3ccc(Cl)cc3)C2=O)cc([N+](=O)[O-])c1O,19,8,12
O=[N+]([O-])c1cc(S(=O)(=O)N2CCCCCC2)ccc1Cl,9,12,0
COc1ccc2ncccc2c1Cc1c(OC)ccc2ncccc12,0,2,8
COCc1cc(C)nc2sc3c(=O)n(Cc4ccco4)nnc3c12,4,-5,-1
O=C(/C=C/c1ccccc1[N+](=O)[O-])Nc1cc(S(=O)(=O)N2CCOCC2)ccc1N1CCOCC1,5,-2,10
CC(=O)c1ccc(NC(=O)Nc2cccnc2)cc1,4,-1,11
CC1=NN(C(=O)c2ccncc2)C(=O)C1N=Nc1ccc2ccccc2c1 (stereo not drawn),4,2,6
CCN1CCN(c2ncc(C(=O)N3CCN(c4ccccc4OC)CC3)c3ccccc23)CC1,-4,-2,-6
Nc1nc(Cl)c2ncn(C3OC(CO)C(O)C3O)c2n1 (stereo not drawn),-1,3,3
CCCCOc1ccc(CSCCN=C(N)N)cc1,-7,0,0

# Whole records, quoted from the list. Order of values: PAFAH2 inh, PAFAH1B2 FP inh, PAFAH1B3 inh
# `Nc1nc(Cl)c2ncn(C3OC(CO)C(O)C3O)c2n1` (stereo not drawn) reads -1, 3, 3
# `CNC(=O)c1c[nH]c2ccc(S(=O)(=O)Nc3cccc(SC)c3)cc2c1=O` reads 2, 7, 7

# Gathered by group, those above containing fluorine (4)
SMILES,PAFAH2 inh,PAFAH1B2 FP inh,PAFAH1B3 inh
CCCOC(=O)c1ccc(NC(=O)COC(=O)C2CCN(c3ccc(C(F)(F)F)cn3)CC2)cc1,-27,-13,-23
CC(=O)NC(Cc1ccc(F)c(F)c1)C(=O)NC1CCN(S(=O)(=O)c2ccc(C)cc2)CC1 (stereo not drawn),-1,7,0
FC(F)Sc1ccc(NC(=S)N2CCN(c3ccccn3)CC2)cc1,7,4,3
COc1ccc(S(=O)(=O)N2CCN(C(=O)C3CC(=O)N(c4ccccc4F)C3)CC2)cc1OC (stereo not drawn),6,-1,1

# The list goes on.
SMILES,PAFAH2 inh,PAFAH1B2 FP inh,PAFAH1B3 inh
O=C(c1ccc2oc(CCCc3ccccc3)nc2c1)N1CCCCC1CO (stereo not drawn),3,9,3
C#CCOCCOCCOCCNc1nc(N2CCN(C(=O)Cn3cc(CCO)nn3)CC2)nc(N2CCN(C(=O)Cn3cc(CC(C)O)nn3)CC2)n1 (stereo not drawn),3,0,4
O=C(Nc1nc2cc3c(cc2s1)OCCO3)C1CCCCC1,4,6,5
Cc1ccc(S(=O)(=O)N2CCC[C@H]2C(=O)OCCN2C(=O)c3ccccc3C2=O)cc1,-3,5,3
O=C(NNC(=O)c1ccccc1OCc1ccccc1)c1ccccc1O,-3,0,16
Cc1c(NC(=O)CCc2ccc(S(=O)(=O)N3CCOCC3)cc2)c(=O)n(-c2ccccc2)n1C,7,6,8
Cc1c(Cl)cccc1Nc1nc(N)nc(CSCCO)n1,7,3,7
COC(=O)C1=NN(C(=O)c2ccccc2)C(O)(c2ccc([N+](=O)[O-])cc2)C1 (stereo not drawn),4,6,6
Cc1oncc1C(=O)Nc1ccc2ccccc2c1,-4,2,7
COC(=O)c1ccc(NCc2cc(O)ccc2O)cc1O,4,4,11
COc1cc(C2c3cc4c(cc3OC(NNC(N)=S)C2C)OCO4)cc(OC)c1OC (stereo not drawn),2,4,3
CCOCCC(=O)Nc1nnc(CCc2ccccc2)s1,10,-1,4
Nc1ccc2cccc(O)c2c1,4,2,19
CCC(CC)n1c(C)cc(=O)n1C(CC)CC,5,5,17
COc1ccc(S(=O)(=O)N(C)c2ccc(C(=O)Nc3cccnc3)cc2)cc1OC,3,2,2
Cc1cc(NS(=O)(=O)c2ccc(NC(NC(=O)C(C(F)(F)F)C(F)(F)F)(C(F)(F)F)C(F)(F)F)cc2)no1,14,5,4
CN(N=O)c1ccc(C=C2C=Cc3ccccc32)cc1,1,1,2
C/C(=N/Nc1ccccc1[N+](=O)[O-])c1ccc(C)c([N+](=O)[O-])c1,-2,7,9
CC(O)(c1ccc(Cl)cc1)C(c1ccccc1)c1ccccn1 (stereo not drawn),11,12,15
Cc1ccc(CNC(=O)c2ccc(OCC(C)C)cc2)n1C,15,-1,8
O=C(O)C1C2CC(C(Br)C2Br)C1C(=O)O (stereo not drawn),-6,5,10
CC(C)C(NS(=O)(=O)c1ccccc1)C(=O)OCC(=O)NNC(=O)c1ccccc1 (stereo not drawn),1,0,-7
Cc1ccc2cc(N)ccc2n1,-5,3,12
CCN(CC)c1ccc(NC(=O)COC(=O)Cc2ccsc2)cc1,1,2,-1
CC1(NCc2ccc(Cl)cc2)COP(=O)(NCc2ccccc2)OC1 (stereo not drawn),-1,14,10

# The list continues.
SMILES,PAFAH2 inh,PAFAH1B2 FP inh,PAFAH1B3 inh
COc1cc(/C=C2\SC(=Nc3c(C)n(C)n(-c4ccccc4)c3=O)NC2=O)ccc1O,-8,2,3
O=C(OCc1ccccc1)N1C=CC2CC1c1c(Cl)cccc12 (stereo not drawn),12,8,4
CC(C)C[C@@H](CN)NC(=O)c1nc[nH]c1C(=O)N[C@@H](Cc1ccccc1)C(=O)CNC[C@H](C)NC(=O)c1nc[nH]c1C(=O)N[C@@H](CC(C)C)C(=O)O,2,0,9
NC1=NC(=O)/C(=C/c2ccc(OCC(=O)O)cc2)S1,4,0,-2
CC(C)OC(=O)c1nnn(-c2nonc2N)c1CN1CCc2ccccc2C1,1,3,-1
O=C(COc1ccc(Cl)cc1Cl)NC(=O)NC1CCCC1,1,2,7
COc1ccc(C(=O)NC2CC2)cc1OC1CCN(Cc2ccccc2O)CC1,0,1,-8
COc1nnc(-c2ccc(C(=O)N3C[C@@H]4C[C@H](C3)c3cccc(=O)n3C4)cc2)c2ccccc12,2,2,-7
O=c1[nH]c(=O)n(C(c2ccccc2)(c2ccccc2)c2ccccc2)cc1N(CCO)CCO,0,1,-7
Cc1ccccc1Nc1nc(N)nc(COC(=O)[C@@H](NC(=O)c2ccco2)C(C)C)n1,4,7,6
CCCCn1ccnc1C,-3,5,11
CN(Cc1cnc2nc(N)nc(N)c2n1)c1ccc(C(=O)NC(CCC(=O)O)C(=O)O)cc1 (stereo not drawn),5,1,15
Cc1cc(C(=O)N2CCN(S(=O)(=O)c3ccc(C)c(C)c3)CC2)no1,-2,3,5
Cc1nc2ccccn2c1-c1csc(Nc2cccc(O)c2)n1,9,6,6
O=C(Oc1ccc(/C=N/NC(=O)c2ccccn2)cc1)c1cccc(Br)c1,-11,-5,2
Cc1cc(C)cc(NC(=S)N2CC(C)OC(C)C2)c1 (stereo not drawn),-2,3,-1
CCOc1cc2[nH]c(=O)n(CC3CCC(C(=O)NCCC(C)C)CC3)c(=O)c2cc1OCC (stereo not drawn),-2,6,9
COc1ccc(CNC(=O)CCNC(=O)c2ccc(C(C)(C)C)cc2)cc1OC,4,23,5
CCCCn1c2ccc(F)cc2c2nnc(SCCN3CCCCC3)nc21,4,1,2
CCn1cc(Cl)c(C(=O)Nc2c(C)nn(Cc3c(F)c(F)c(F)c(F)c3F)c2C)n1,0,5,0
C=CCn1c(SCC(=O)c2[nH]c(C)c(C(=O)OCC)c2C)nc2scc(-c3ccc(OC)cc3)c2c1=O,-9,-7,-9
O=C(Cc1ccc2c(c1)OCCO2)Nc1cc(C(F)(F)F)ccc1N1CCOCC1,2,4,7
Cc1cccc(N(O)C(=O)Nc2cccc(Cl)c2)c1,4,5,5
Cc1ccc(S(=O)(=O)N2CCOCC2)cc1NC(=O)COC(=O)CCC(=O)c1ccc(F)cc1,7,6,10
O=C(C1CCN(S(=O)(=O)N2CCOCC2)CC1)N1CCN(Cc2ccc3c(c2)OCO3)CC1,2,4,-1
O=C(Nc1cccc([N+](=O)[O-])c1)N1CCc2ccccc2C1,-6,-1,-5
Cc1ccc(Nc2cc(Cl)nc(N)n2)c([N+](=O)[O-])c1,6,4,-1

# An excerpt from above in order of their number in PAFAH1B3 inh, ascending:
SMILES,PAFAH2 inh,PAFAH1B2 FP inh,PAFAH1B3 inh
CCN1CCN(c2ncc(C(=O)N3CCN(c4ccccc4OC)CC3)c3ccccc23)CC1,-4,-2,-6
Cc1ccc(Nc2cc(Cl)nc(N)n2)c([N+](=O)[O-])c1,6,4,-1
COc1ccc(S(=O)(=O)N2CCN(C(=O)C3CC(=O)N(c4ccccc4F)C3)CC2)cc1OC (stereo not drawn),6,-1,1
Cc1nnc2c(NCC(C)c3ccccc3)nc3ccccc3n12 (stereo not drawn),2,20,4
COc1ccc2ncccc2c1Cc1c(OC)ccc2ncccc12,0,2,8

# Screening data: PubChem BioAssay, The Scripps Research Institute Molecular Screening Center
